High-throughput results: PubChem, National Center for Advancing Translational Sciences (NCATS)
SW480 rereplic – DNA re-replication induction in SW480 cells | SW480 DNA re-replication, Hoechst DNA content imaging, 48 h | 1.8% of 340,000 active | Potency, µM (titrated, usually from 46.1 µM), inactives show at the top dose re-replication activation, hits mostly activators; further: potency means the concentration at half of the fitted maximal effect; % of control where 0% means no effect; nearly all actives have a fitted effect of over 55% in size
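Readout is total intensity of Hoechst-stained nuclei, excited at 405 nm and collected at 500-530 nm. Compound treatment lasted 48 hr at 37 C in 5% CO2 before staining.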
HT1080-NT tox – kills 2HG-producing HT-1080-NT fibrosarcoma cells | 1.6% of 360,000 active | HT-1080-NT fibrosarcoma viability, CellTiter-Glo ATP luminescence, 48 h | Potency, µM (top dose mostly 46.1 µM), for the others: at the highest dose activity, negative = less viability, most hits filed as cytotoxic;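 further: NT is the 2HG producing partner of a matched IDH1 knockdown line; potency means the concentration at half of the fitted maximal effect; 0% = DMSO-treated cells and -100% = media-only wells without cells; nearly all actives have a fitted effect of over 55% in size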
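750 cells/well, RPMI + 5% FBS; 2 h settle, compound pin-transfer, 48 h at 37 degrees C. CellTiter-Glo 10 min RT, luminescence. Normalized to DMSO and media-only wells.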
MCF10A rerep – DNA re-replication induction in MCF 10a cells. MCF 10A DNA re-replication, Hoechst nuclear intensity, 48 h. Potency, µM (highest dose often 46.1 µM), for the others: at the top dose activity, positive = re-replication, usual class: activators. 2.9% of 350,000 active. AID 624296; further: potency means the concentration at half of the fitted maximal effect; % of control where 0% means no effect; nearly all actives have a fitted effect of over 50% in size
ATXN viability – viability counter-screen for ATXN expression inhibitors | S2 cells (HEK-293 line with an ATXN2-luciferase reporter) viability, CellTiter-Fluor protease fluorescence, 24 h | Potency, µM (highest dose often 56.7 µM), most hits filed as cytotoxic | 0.49% of 400,000 active | AID 651635; further: potency means the concentration at half of the fitted maximal effect; nearly all actives have a fitted effect of over 40% in size
KB-V1 MDR tox – kills drug-selected multidrug resistant KB-V1 cells; Potency, µM (highest dose often 46.1 µM), without a hit: top-dose activity change, negative = cytotoxicity, hits mostly cytotoxic; KB-V1 MDR cells viability, CellTiter-Glo, 72 h; 3.4% of 400,000 active; further: potency means the concentration at half of the fitted maximal effect; on the % scale 0 is the no-effect control and ±100 the full control effect; nearly all actives have a fitted effect of over 60% in size
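Cells of the MDR subline KB-V1 are plated, dosed with compound at multiple concentrations, and incubated 72 h at 37 degrees C; CellTiter-Glo is then added and luminescence read after 10 min.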
HT1080 IDH1KD tx – HT-1080 IDH1 knockdown cell toxicity (counter line); 2% of 360,000 active; HT-1080 IDH1 knockdown viability, ATP luminescence, 48 h; Potency, µM (doses to about 46.1 µM), without a hit: at the top dose activity, negative = toxicity, most hits filed as cytotoxic;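 further: potency means the concentration at half of the fitted maximal effect; 0% = DMSO wells and -100% = cell-free medium wells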
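Cytotoxicity counter-line: IDH1KD HT-1080, 48 h, CellTiter-Glo. Curves classed by r2, magnitude and activity.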
IL-1B inflam inh – inhibitors of inflammasome signaling (IL-1 beta secretion) | THP-1 LPS/ATP IL-1B secretion, AlphaLISA, 16 h; hits give low values | activity change, % at 57.5 µM | 4.7% of 360,000 active | AID 743279; in the data active means activity change below about -50%; inconclusive means mostly about -30% to -49%; further: on the % scale 0 is the no-effect control and ±100 the full control effect
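THP-1 cells pretreated 1 hr with compounds (up to 57.5 uM final), then stimulated with LPS (250 ng/mL final) plus ATP (1.25 mM final); secreted IL-1B measured by AlphaLISA after 16 hr, decreased signal indicating inhibition.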
KB-3-1 tox – kills parental KB-3-1 adenocarcinoma cells; KB-3-1 viability, CellTiter-Glo ATP luminescence, 72 h; Potency, µM (highest dose often 46.1 µM), inactives show top-dose activity change, negative = cytotoxic, hits mostly cytotoxic; 1.4% of 400,000 active; further: potency means the concentration at half of the fitted maximal effect; on the % scale 0 is the no-effect control and ±100 the full control effect; nearly all actives have a fitted effect of over 60% in size
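KB-3-1 parental drug-naive adenocarcinoma cells in DMEM/10% FBS, incubated 72 h at 37 C with pin-transferred compounds across a concentration series. Viability by CellTiter-Glo luminescence; concentration-response curves fitted after normalization.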
ATXN2 expr inh – inhibitors of ATXN2 expression; AID 1745845; Potency, µM (top dose mostly 57 µM), for the others: top-dose activity change, negative = inhibition, hits mostly inhibitors; HEK-293 ATXN2-luciferase reporter, luminescence, 24 h; 0.72% of 360,000 active; further: potency means the concentration at half of the fitted maximal effect; on the % scale 0 is the no-effect control and ±100 the full control effect; nearly all actives have a fitted effect of over 55% in size
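ATXN2-luciferase reporter cells (luciferase flanked by upstream and downstream ATXN2 gene portions) were treated 24 h at 37 °C with compounds at up to 57 uM. SteadyGlo luminescence gave expression; GF-AFC fluorescence gave viability.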
The depositor's hits bear a star; & = joins results of further samples; [ ] = another dose, or the depositor's remark. Unless noted, the call rests on the fitted dose curve; in most records, active means well fitted curve in the direction sought with a large enough effect; inconclusive means small, poorly fitted or top-dose-only effect, or another doubt; inactive means no such curve, though single readings can be large; an effect the other way counts as inactive or inconclusive.

Screening Cc1ccc(/C=C2\SC(=S)N(CC(=O)Nc3cccnc3)C2=O)cc1 returned SW480 rereplic -13%, HT1080-NT tox 5%, MCF10A rerep inconclusive, ATXN viability inactive, KB-V1 MDR tox 3%, HT1080 IDH1KD tx 12%, IL-1B inflam inh -7, KB-3-1 tox 8% and ATXN2 expr inh 1%[11.3 µM].
`COc1cc2c(=O)c(S(=O)(=O)c3ccccc3)cn(CC(=O)Nc3ccccc3C)c2cc1OC` gave ATXN viability inactive, KB-V1 MDR tox inconclusive, KB-3-1 tox 14% and ATXN2 expr inh -19%.
COc1cc(/C=C/C(=O)OCc2cn3cc(Cl)ccc3n2)ccc1O was read as SW480 rereplic inconclusive, HT1080-NT tox inconclusive, MCF10A rerep 10µM*, ATXN viability inactive, KB-V1 MDR tox inconclusive, HT1080 IDH1KD tx inconclusive, IL-1B inflam inh 9 and KB-3-1 tox inconclusive.
`Cc1ccc(C)c(SCC(=O)OCC(=O)Nc2ccc(S(=O)(=O)N3CCOCC3)cc2)c1` gave SW480 rereplic 0%, HT1080-NT tox -3%, MCF10A rerep 10%, ATXN viability inactive, KB-V1 MDR tox -4%, HT1080 IDH1KD tx -1%, IL-1B inflam inh 2, KB-3-1 tox -2% and ATXN2 expr inh -1%.
`COC(=O)c1ccc(-n2c(C)cc(/C=N/n3cnnc3)c2C)cc1` gave SW480 rereplic 0%, HT1080-NT tox -2%, MCF10A rerep 2%, ATXN viability inactive, KB-V1 MDR tox -2%, HT1080 IDH1KD tx -10%, IL-1B inflam inh -2, KB-3-1 tox 7% and ATXN2 expr inh -3%.
For O=C(COC(=O)C1CC(=O)N(c2nc(-c3ccccc3)cs2)C1)c1ccccc1 (stereo unspecified) the results were SW480 rereplic -5%, HT1080-NT tox -4%, MCF10A rerep 8%, ATXN viability inactive, KB-V1 MDR tox -1%, HT1080 IDH1KD tx 0%, IL-1B inflam inh 10, KB-3-1 tox -10% and ATXN2 expr inh 0%.
`CCOc1ccc2[nH]cc(C(=O)N3CCN(C4CCCCC4)CC3)c(=O)c2c1` gave SW480 rereplic -3%, HT1080-NT tox -4%, MCF10A rerep 13%, ATXN viability inactive, KB-V1 MDR tox 2%, HT1080 IDH1KD tx 0%, IL-1B inflam inh 13, KB-3-1 tox -2% and ATXN2 expr inh 6%.
`CCOC(=O)c1sc(C)c2c1NC(C)(c1cccc3ccccc13)NC2=O` (stereo unspecified) gave SW480 rereplic inconclusive, HT1080-NT tox -26%, MCF10A rerep 19%, ATXN viability inactive, KB-V1 MDR tox 3%, HT1080 IDH1KD tx -22%, IL-1B inflam inh 12, KB-3-1 tox -10% and ATXN2 expr inh 4%.
Screening OC(COc1ccc2ccccc2c1Br)Cn1cnc(-c2ccccc2)c1 (stereo unspecified) returned SW480 rereplic 11%, HT1080-NT tox inconclusive, MCF10A rerep inconclusive, ATXN viability inconclusive, KB-V1 MDR tox -18%, HT1080 IDH1KD tx inconclusive, IL-1B inflam inh -96*, KB-3-1 tox -9% and ATXN2 expr inh inconclusive.
Screening Cc1cc(C)c(S(=O)(=O)NCc2ccncc2)c(C)c1 returned SW480 rereplic -7%, MCF10A rerep 0%, ATXN viability inactive, KB-V1 MDR tox 0%, IL-1B inflam inh 14, KB-3-1 tox -18% and ATXN2 expr inh -19%.
`COc1ccc(/C=N/c2oc(-c3ccccc3)cc2C#N)cc1OC` gave SW480 rereplic -4%, HT1080-NT tox -1%, MCF10A rerep 1%, ATXN viability inactive, KB-V1 MDR tox -29%, HT1080 IDH1KD tx -4%[9.24 µM], IL-1B inflam inh -13, KB-3-1 tox -1% and ATXN2 expr inh 10%.
For COc1ccc([C@H]2CC(=O)C=C(c3cccc(OC)c3)C2)cc1 the results were SW480 rereplic -7%, HT1080-NT tox 4%, MCF10A rerep 0%, ATXN viability inactive, KB-V1 MDR tox 14%, HT1080 IDH1KD tx 0%, IL-1B inflam inh -19, KB-3-1 tox -3% and ATXN2 expr inh 34%[activator].
For CSc1ccc(C(=O)C2CCCN(C(=O)CCc3cnn(C)c3)C2)cc1 (stereo unspecified) the results were SW480 rereplic -7%, HT1080-NT tox -1%, MCF10A rerep 2%, ATXN viability inactive, KB-V1 MDR tox -19%, HT1080 IDH1KD tx 6%, IL-1B inflam inh 0, KB-3-1 tox -13% and ATXN2 expr inh 9%.
CCOc1ccc(C(=O)NCC(c2cccs2)N2CCOCC2)cc1 (stereo unspecified) was read as SW480 rereplic -7%, HT1080-NT tox 5%, MCF10A rerep inconclusive, ATXN viability inactive, KB-V1 MDR tox 3%, HT1080 IDH1KD tx 5%, IL-1B inflam inh 24, KB-3-1 tox 0% and ATXN2 expr inh 5%.
COCCNC(=O)C(c1ccc(O)cc1)N(C(=O)CCC(=O)Nc1nccs1)c1cccc(C)c1 (stereo unspecified) was read as SW480 rereplic -9%, HT1080-NT tox 11%, MCF10A rerep -8%, ATXN viability inactive, KB-V1 MDR tox -1%, HT1080 IDH1KD tx 1%, IL-1B inflam inh 5, KB-3-1 tox -11% and ATXN2 expr inh 15%.
Screening CN(C)CCCCOc1ccc(F)cc1 returned SW480 rereplic -24%, HT1080-NT tox 14%, MCF10A rerep 2%, ATXN viability inactive, KB-V1 MDR tox 12%, HT1080 IDH1KD tx 11%, IL-1B inflam inh -5, KB-3-1 tox -4% and ATXN2 expr inh -14%.
`Cc1nccc(-c2cccc(N/N=C(\C#N)C(=O)c3ccccc3)c2)n1` gave SW480 rereplic inconclusive, HT1080-NT tox inconclusive, MCF10A rerep 13%, ATXN viability inactive, KB-V1 MDR tox inconclusive, HT1080 IDH1KD tx inconclusive, IL-1B inflam inh 4 and KB-3-1 tox inconclusive.
Screening O=C(Cn1cnnn1)NC1CCCN(Cc2ccccc2F)C1 (stereo unspecified) returned SW480 rereplic -4%, HT1080-NT tox 1%, MCF10A rerep 2%, ATXN viability inactive, KB-V1 MDR tox inconclusive, HT1080 IDH1KD tx 2%, IL-1B inflam inh -2, KB-3-1 tox 20% and ATXN2 expr inh 7%.
Screening O=C(c1ccco1)N1CCN(c2ncnc3scc(-c4ccc(F)cc4)c23)CC1 returned SW480 rereplic 4%, HT1080-NT tox inconclusive, MCF10A rerep inconclusive, ATXN viability inactive, KB-V1 MDR tox -16%, HT1080 IDH1KD tx inconclusive, IL-1B inflam inh 0, KB-3-1 tox -5% and ATXN2 expr inh -10%.
`COc1ccc(OC)c(NC(=O)COC(=O)CCCN=C2NS(=O)(=O)c3ccccc32)c1` gave SW480 rereplic -1%, HT1080-NT tox -9%, MCF10A rerep -42%[inhibitor], ATXN viability inactive, KB-V1 MDR tox 18%, HT1080 IDH1KD tx 0%, IL-1B inflam inh 18, KB-3-1 tox 3% and ATXN2 expr inh 8%.
For COc1ccc(NC(=O)CN2C(=O)C3(SCC(=O)N3c3cccc(OC)c3)c3ccccc32)cc1 (stereo unspecified) the results were ATXN viability inactive, KB-V1 MDR tox -6%, KB-3-1 tox -2% and ATXN2 expr inh -1%.
For COc1ccc(C2CC(=O)c3c(ccc4ccccc34)N2)cc1OC (stereo unspecified) the results were SW480 rereplic -6%, HT1080-NT tox 2%, MCF10A rerep -11%, ATXN viability inactive, KB-V1 MDR tox -7%, HT1080 IDH1KD tx -1%, IL-1B inflam inh 10, KB-3-1 tox 0% and ATXN2 expr inh 6%.
`CCOc1cc(C(=O)NC(=S)Nn2cnnc2)cc(OCC)c1OCC` gave SW480 rereplic -9%, HT1080-NT tox 9%, MCF10A rerep 1%, ATXN viability inactive, KB-V1 MDR tox 2%, HT1080 IDH1KD tx 22%, IL-1B inflam inh 31, KB-3-1 tox 3% and ATXN2 expr inh 2%.
Screening C[n+]1ccc(C(=O)NCCC[N+](C)(C)C)cc1/C=N/O returned SW480 rereplic -2%, HT1080-NT tox 8%, MCF10A rerep -41%[inhibitor], ATXN viability inactive, KB-V1 MDR tox 9%, HT1080 IDH1KD tx 4%, IL-1B inflam inh -1, KB-3-1 tox 4% and ATXN2 expr inh -14%.
For CCOC(=O)C1CCN(C(=O)c2cc3sc(C)cc3n2C)CC1 the results were ATXN viability inactive, KB-V1 MDR tox inconclusive, KB-3-1 tox 5% and ATXN2 expr inh 9%.
O=C(CN1C(=O)COc2ccccc21)c1cccc(Cl)c1 was read as SW480 rereplic -2%, HT1080-NT tox 3%, MCF10A rerep -6%, ATXN viability inactive, KB-V1 MDR tox inconclusive, HT1080 IDH1KD tx -7%, IL-1B inflam inh -12, KB-3-1 tox 1% and ATXN2 expr inh -6%.
`COc1ccc(CCNC(=O)CCS(=O)(=O)c2ccc3c(c2)oc(=O)n3C)cc1OC` gave SW480 rereplic 2%, HT1080-NT tox 3%, MCF10A rerep 0%, ATXN viability inactive, KB-V1 MDR tox -17%&5%, HT1080 IDH1KD tx 0%, IL-1B inflam inh -4, KB-3-1 tox -1%&3% and ATXN2 expr inh -1%&-1%.
Screening CCOc1cc(/C=N/NC(=O)Cn2nc([N+](=O)[O-])cc2C)ccc1OCc1ccc(F)cc1 returned SW480 rereplic 7%[9.22 µM], HT1080-NT tox inconclusive, MCF10A rerep inconclusive, ATXN viability inactive, KB-V1 MDR tox -1%, HT1080 IDH1KD tx inconclusive, IL-1B inflam inh 7, KB-3-1 tox 3% and ATXN2 expr inh inconclusive.

Pulled by compound from above (two):
Screening CCOc1cc(/C=N/NC(=O)Cn2nc([N+](=O)[O-])cc2C)ccc1OCc1ccc(F)cc1 returned SW480 rereplic 7%[9.22 µM], HT1080-NT tox inconclusive, MCF10A rerep inconclusive, ATXN viability inactive, KB-V1 MDR tox -1%, HT1080 IDH1KD tx inconclusive, IL-1B inflam inh 7, KB-3-1 tox 3% and ATXN2 expr inh inconclusive.
Screening C[n+]1ccc(C(=O)NCCC[N+](C)(C)C)cc1/C=N/O returned SW480 rereplic -2%, HT1080-NT tox 8%, MCF10A rerep -41%[inhibitor], ATXN viability inactive, KB-V1 MDR tox 9%, HT1080 IDH1KD tx 4%, IL-1B inflam inh -1, KB-3-1 tox 4% and ATXN2 expr inh -14%.
